Compound activity (PubChem)
A350 autofl: compound fluoresces in the Alexa 350 spectral region | Compound autofluorescence, 340/450 nm, Alexa 350 dye-equivalents; stronger effect = higher value | actives 11% (n = 59,000) | AID 590 | max dye-equivalent concentration, M; in the data active = max dye-equivalent concentration above about 10 nM; inconclusive = mostly about 1.1 nM to 9.6 nM
Hsp90 Hop PPI: changes Hsp90-Hop TPR2A binding signal, up or down. AlphaScreen TPR2A-His6 binding biotin-Hsp90 C-terminal peptide. Potency, µM (doses to about 57 µM), for inactives: at the top dose activity change, negative = inhibition. actives 0.44% (n = 71,000). AID 595; active = well fitted curve in either direction with a large enough effect; inconclusive = small, poorly fitted or top-dose-only effect, or another doubt; note: potency is the fitted concentration of half-maximal effect; % is set by controls: 0 for no effect and ±100 for the full control effect; many of its hits are not listed in these tables
ERK AVP block: blocks ERK signaling stimulated by vasopressin. AID 995. actives 0.99% (n = 72,000). Potency, µM (titrated, usually from 57.5 µM), for the others: top-dose activity, negative = inhibition, hits mostly inhibitors. HEK293-V1b, vasopressin-stimulated pERK AlphaScreen; note: potency is the fitted concentration of half-maximal effect; % is set by controls: 0 for no effect and ±100 for the full control effect; nearly all actives have a fitted effect of over 55% in size
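Phosphorylated ERK1/2 detected via AlphaScreen bead proximity in lysates of V1b-expressing HEK293 cells given 25 nM vasopressin for 5 min after 30 min compound exposure (37 °C). AC50 from Hill equation; basal DMSO 0%, vasopressin 100%.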
HBB splicing: modulators of hemoglobin beta chain splicing; HBB splicing reporter cell assay, activation; EGFP reporter with mutant IVS2-654 intron; response scale: normalised to 500 nM splice-correcting PNA; Potency, µM (titrated, usually from 46.1 µM), without a hit: at the highest dose activation, most hits filed as activators; actives 0.06% (n = 65,000); AID 925; note: potency is the fitted concentration of half-maximal effect; 0% is about no effect
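Compounds were applied for 2 days to HeLa EGFP-654 cells, 500/well in Optimem with 2% FCS. The reporter's EGFP is disrupted by mis-splicing of beta-globin intron IVS2-654. Readout: summed well GFP fluorescence from 488 nm laser scanning; reference was 500 nM antisense […] 654 PNA.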
4-MU autofl: compounds fluorescent in 4-MU spectral region | compound autofluorescence, 340/450 nm, 4-MU equivalents; stronger effect = higher value | max dye-equivalent concentration, M | actives 11% (n = 59,000) | AID 589; in the data active = max dye-equivalent concentration above about 10 nM; inconclusive = mostly about 1.1 nM to 9.6 nM
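Compounds in 100 mM Tris, pH 8.0, incubated 15 min at room temperature, then fluorescence read at 340 nm excitation/450 nm emission. Signal converted to 4-MU dye-equivalent concentration using an on-plate six-point 4-MU standard curve.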
GFP derepression: epigenetic modulators derepressing GFP locus in mouse cells; mouse C127i GFP locus derepression, cytometry, 30 h; Potency, µM (highest dose often 46.1 µM), for the others: top-dose GFP derepression (activation); actives 0.09% (n = 68,000); note: % of control where 0% means no effect
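Read-out is the number of GFP-positive cells, scored as fluorescent objects 20 to 120 um wide, reflecting derepression of a silenced CMV-GFP reporter in murine C127i cells after 30 h compound exposure at 37 C.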
Luciferase inh: inhibitors of firefly luciferase; P08659; purified firefly luciferase, luminescence, 8 min; Potency, µM (highest dose often 57.1 µM), inactives show at the highest dose activity change, negative = inhibition, usual class: inhibitors; actives 2.2% (n = 72,000); AID 411; note: potency is the fitted concentration of half-maximal effect; % is set by controls: 0 for no effect and ±100 for the full control effect; nearly all actives have a fitted effect of over 40% in size
Target sequence (P08659 whole entry, looked up): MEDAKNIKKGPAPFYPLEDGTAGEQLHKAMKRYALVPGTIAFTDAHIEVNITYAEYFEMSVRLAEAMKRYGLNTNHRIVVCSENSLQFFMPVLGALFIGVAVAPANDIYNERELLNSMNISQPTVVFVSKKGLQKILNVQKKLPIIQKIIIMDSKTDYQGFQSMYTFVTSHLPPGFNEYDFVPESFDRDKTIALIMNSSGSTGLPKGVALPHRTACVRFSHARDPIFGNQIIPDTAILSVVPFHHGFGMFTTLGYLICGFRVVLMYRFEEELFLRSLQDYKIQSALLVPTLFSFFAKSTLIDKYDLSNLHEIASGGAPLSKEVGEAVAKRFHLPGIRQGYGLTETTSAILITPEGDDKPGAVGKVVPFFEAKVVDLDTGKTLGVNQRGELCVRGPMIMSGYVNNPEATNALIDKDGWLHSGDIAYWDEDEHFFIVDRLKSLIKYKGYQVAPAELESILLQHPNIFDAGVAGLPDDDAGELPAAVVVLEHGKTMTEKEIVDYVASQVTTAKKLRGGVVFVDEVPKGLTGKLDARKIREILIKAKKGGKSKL
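Compounds were tested as concentration series (qHTS) against purified P. pyralis luciferase with luciferin and 10 uM ATP in 50 mM imidazole pH 7.2, 50 mM KCl, 7 mM MgCl2, 0.01% Tween 20, 0.05% BSA. Luminescence was read after 8 min at ambient temperature.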
CRE Fsk mod: alters forskolin-stimulated CRE reporter signaling in CHO cells | CHO CRE-bla reporter (cAMP response element driving beta-lactamase), forskolin EC10, beta-lactamase ratio | Potency, µM (highest dose often 38.2 µM), for inactives: at the top dose activity change, negative = inhibition, hits mostly activators | actives 2.5% (n = 71,000); active = well fitted activation curve with a large enough effect in the signal ratio, with a control signal flat, not every such curve was filed as active; inconclusive = small, poorly fitted or top-dose-only effect, or effect the other way, or a change in a side signal; the % refers to the signal ratio; note: potency is the fitted concentration of half-maximal effect; % of control where 0% means no effect
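AC50 values, positive or negative, reflect shifts in EC10 NKH 477-induced CRE-bla reporter activity in CHO cells. Incubation lasted 3 h at 37 °C before CCF4 substrate (2 h, room temperature) and ratiometric 460/530 nm reading.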
Fluorescein fluor: fluorescein region autofluorescence. Compound autofluorescence, 480/540 nm, fluorescein-equivalent; stronger effect = higher value. max fluorescein-equivalent concentration, M. actives 0.91% (n = 59,000). AID 593; in the data active = max fluorescein-equivalent concentration above about 10 nM; inconclusive = between about 1.1 nM and that limit
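Normalized response (dye-equivalent concentration) derives from comparing each well's 540 nm emission, under 480 nm excitation, with plate-resident fluorescein standards. Compounds were held in 100 mM Tris, pH 8.0, for 15 min at room temperature.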
UbGFP stabilizer: proteasome inhibitors stabilizing ubiquitin-GFP reporter | Ubiquitin-GFP reporter cells, proteasome inhibition, GFP fluorescence; response scale: untreated = 0%, 10 µM MG-132 = 100% | Potency, µM (series often up to 45.9 µM), for the others: top-dose activation (GFP accumulation), usual class: activators | 67,000 tested, under 10 active; active = well fitted activation curve with a large enough effect, not every such curve was filed as active; inconclusive = small, poorly fitted or top-dose-only effect, or another doubt; inactive = no such curve, though single readings can be large or run the other way; note: potency is the fitted concentration of half-maximal effect
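U2OS Ub(G76V)-GFP reporter; O/N plating, 0.5% FBS; cpd 46 uM–2.9 nM, 4 h, 37 °C; GFP+ cell count, 488/515 nm; norm. to basal vs 10 uM MG-132; CRC fit.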
Texas Red fluor: compounds fluorescent in Texas Red spectral region; Compound fluorescence, Texas Red channel, 547/618 nm; stronger effect = higher value; actives 0.06% (n = 59,000); max dye-equivalent concentration, M; in the data active = max dye-equivalent concentration above about 10 nM; inconclusive = between about 1.1 nM and that limit
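Compound fluorescence was read after 15 min at room temperature in 100 mM Tris, pH 8.0, using 547 nm excitation and 618 nm emission across a concentration series. It was expressed as Texas Red dye-equivalent concentration from an on-plate standard curve.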
* hit, by the source's call; i = inactive; ? = inconclusive; . = not tested or not shown; ! = not confirmed by another sample; [ ] = remark or other dose. Unless noted, calls come from the whole dose curve; as a rule, active = well fitted curve in the direction sought with a large enough effect; inconclusive = small, poorly fitted or top-dose-only effect, or another doubt; inactive = no such curve, though single readings can be large; an effect the other way counts as inactive or inconclusive. This is a subset; count on the stated rates, not on these rows.

#	smiles	A350 autofl	Hsp90 Hop PPI	ERK AVP block	HBB splicing	4-MU autofl	GFP derepression
1	CCCCCn1c(N)c(C(=O)NCCN2CCOCC2)c2nc3ccccc3nc21	2.3e-06M*	?	-3%	-1.3%	1.4e-06M*	1%
2	CN1C(=O)N(C)C(=O)C(CCc2ccccn2)(CCc2ccccn2)C1=O	i	-1%	-6%	.	i	0%
3	CCOC(=O)C(O)(c1ccc(N(CC)C(=O)OC)cc1)C(F)(F)F (configuration not stated)	i	0%	-12%	1.9%	i	-3%
4	Nc1ccc(S(=O)(=O)c2ccc(NCN3C(=O)NC(=O)C(=O)C3=O)cc2)cc1	i	0%[11 µM]	?	2.8%[9.22 µM]	i	0%[9.22 µM]
5	NCCc1c[nH]c2ccc(OC(=O)C(=O)O)cc12	i	0%[11 µM]	1%[11.5 µM]	3.9%[9.22 µM]	i	-2%[9.22 µM]
6	C[C@H]1OC[C@@H](C[N+](C)(C)C)O1	?	-2%	?	0.8%	?	0%[20.6 µM]
7	O=S1(=O)CC2(N3CCOCC3)CCCCCCC21 (configuration not stated)	?	-4%	-11%	0.8%[57.5 µM]	?	2%
8	CCNc1ccc(P(=S)(N(C)C)N(C)C)cc1	i	-3%	-10%	-0.3%	i	-2%
9	CCOC(=O)C1C(=O)NC2(C)CC1c1cc(OC)ccc1O2 (configuration not stated)	i	-4%	-2%	-0.2%	i	-3%
10	CN(C)CCC(C#N)(c1ccccc1)c1ccccc1	i	0%[11 µM]	-14%[11.5 µM]	5.8%[9.22 µM]	i	15%[9.22 µM]
11	CN1Cc2c(ccc3c2OCO3)[C@@H]2[C@@H](O)Cc3cc4c(cc3[C@@H]21)OCO4	1.4e-07M*!	-4%	-14%[25.7 µM]	0.6%[20.6 µM]	1.6e-07M*!	2%[9.22 µM]
12	O=C1C2CCCN2C(c2cccnc2)N1c1nccs1 (configuration not stated)	i	-5%	23%	-4.2%	i	0%
13	CCN1CCN(Cc2ccc(C)cc2C)CC1	.	-4%[11 µM]	-9%	-2.1%[0.0738 µM]	.	-2%
14	COc1ccc(CN2CC3CC(C2)c2cccc(=O)n2C3)cc1OC (configuration not stated)	.	-1%	6%	-0.4%[9.22 µM]	.	-2%
15	Cn1c(O)c(C(=O)c2ccccc2)c(=O)n(C)c1=O	.	-1%	-16%	1.6%[9.22 µM]	.	0%

#	Luciferase inh	CRE Fsk mod	Fluorescein fluor	UbGFP stabilizer	Texas Red fluor
1	-9%	?	i	-4%	i
2	4%	-2%	i	2%	i
3	0%	3%	i	-4%	i
4	1%[11.4 µM]	-12%[7.6 µM]	i	-7%[9.17 µM]	i
5	-1%[11.4 µM]	?	i	-6%[9.17 µM]	i
6	0%[25.5 µM]	3%	i	-5%	i
7	3%	?	i	3%	?
8	0%	-4%	i	31%	i
9	2%	?	i	7%	?
10	1%[11.4 µM]	6%[7.6 µM]	?	13%[9.17 µM]	i
11	1%[11.4 µM]	3.2µM*!	?	1%	i
12	2%	-23%	i	0%	i
13	1%	?	.	1%[9.17 µM]	.
14	2%	8%	.	10%	.
15	-3%	-1%	.	26%	.

Structural class, the entries above containing an aryl methoxy group
#	smiles	A350 autofl	Hsp90 Hop PPI	ERK AVP block	HBB splicing	4-MU autofl	GFP derepression
9	CCOC(=O)C1C(=O)NC2(C)CC1c1cc(OC)ccc1O2 (configuration not stated)	i	-4%	-2%	-0.2%	i	-3%
14	COc1ccc(CN2CC3CC(C2)c2cccc(=O)n2C3)cc1OC (configuration not stated)	.	-1%	6%	-0.4%[9.22 µM]	.	-2%

#	Luciferase inh	CRE Fsk mod	Fluorescein fluor	UbGFP stabilizer	Texas Red fluor
9	2%	?	i	7%	?
14	2%	8%	.	10%	.

Back to the main list with the 2 entries that preceded the break.
#	smiles	A350 autofl	Hsp90 Hop PPI	ERK AVP block	HBB splicing	4-MU autofl	GFP derepression
14	COc1ccc(CN2CC3CC(C2)c2cccc(=O)n2C3)cc1OC (configuration not stated)	.	-1%	6%	-0.4%[9.22 µM]	.	-2%
15	Cn1c(O)c(C(=O)c2ccccc2)c(=O)n(C)c1=O	.	-1%	-16%	1.6%[9.22 µM]	.	0%
16	C[C@H]1CCC[C@@H](O)CCC/C=C/c2cc(O)cc(O)c2C(=O)O1	i	-1%	10%	2.5%	i	1%
17	Cc1ccc(S(=O)(=O)NCC2CCC(C(=O)NCCCN3CCOCC3)CC2)cc1 (configuration not stated)	i	0%	17%	-1.2%	i	0%
18	CCOC(=O)C1=C(C)OC(N)=C(C(=O)OC)C12C(=O)Nc1ccc(Br)cc12 (configuration not stated)	i	2%	-8%	2.5%	i	4%
19	CC(C(=O)c1c[nH]c2ccccc12)N1CCc2ccccc2C1 (configuration not stated)	i	-1%	-22%	3.4%[0.369 µM]	i	2%
20	Cn1c(O)c(C=NC2CCN(Cc3ccccc3)CC2)c(=O)n(C)c1=O	i	.	.	.	i	0%[20.6 µM]
21	Cc1onc(-c2ccccc2Cl)c1C(=O)OCC(=O)c1ccc2c(c1)OCCO2	?	19%	5%	-5.1%	?	-1%
22	Cc1[nH]c2c(C(F)(F)F)cccc2c1CCN	i	-2%	-4%	-1.2%	i	3%
23	CCC(=NCc1ccco1)c1c(O)[nH]c(=O)[nH]c1=O	i	-3%	-24%	0.0%[1.84 µM]	i	0%
24	Cc1ccc(S(=O)(=O)N2CCC(C(=O)N3CCC4(CC3)OCCO4)CC2)cc1	i	-4%	-13%	0.7%[57.5 µM]	i	3%
25	CC(=NCCC1=CCCCC1)c1c(O)n(C)c(=O)n(C)c1=O	i	-1%	8%	-1.6%[57.5 µM]	i	4%
26	O=C(Nc1cccc(F)c1)N1CCCC2(CCN(C(=O)Oc3ccccc3)CC2)C1	i	2%	22%	1.4%	i	2%[9.22 µM]
27	O=C(Cn1c2c(c(-c3ccccc3Cl)cc1=O)CCC2)N1CCC2(CC1)OCCO2	?	0%	21%	1.1%	?	0%
28	c1cncc([C@@H]2CCCCN2)c1	i	-7%	3%	-0.5%[20.6 µM]	i	-1%
29	Nc1c(C(=O)OCC2CCCO2)c2nc3ccccc3nc2n1Cc1cccs1 (configuration not stated)	3.1e-06M*	26%	-22%	-0.6%[0.369 µM]	2.1e-06M*	-2%
30	CC(=O)C1C2c3ccccc3OC1(C)N=c1s/c(=C/c3cnn(C)c3)c(=O)n12 (configuration not stated)	i	-13%	18%	0.9%	i	-4%
31	NC(=O)CN1CC(c2ccccc2)CC1=O (configuration not stated)	.	-2%	1%	-1.9%	.	2%
32	CN1CCC2(CC1)CCN(C(=O)c1ccco1)CC2	i	-2%	12%	-2.1%	i	-4%[9.22 µM]
33	Cc1ccc(S(=O)(=O)Nc2cc(C(=O)N3CCC4(CC3)OCCO4)ccc2N2CCCCC2)cc1	i	1%	-14%	-0.9%	i	0%

#	Luciferase inh	CRE Fsk mod	Fluorescein fluor	UbGFP stabilizer	Texas Red fluor
14	2%	8%	.	10%	.
15	-3%	-1%	.	26%	.
16	2%	?	?	-2%	?
17	0%	?	i	-12%	i
18	0%	-12%	i	10%	i
19	0%	-9%	?	.	i
20	1%[25.5 µM]	.	i	.	i
21	16µM*	?	?	-4%	?
22	0%	-9%	i	-2%	?
23	2%	?	i	11%	i
24	4%	-9%	i	-1%	i
25	5%	?	i	1%	i
26	2%[11.4 µM]	-19%	i	1%	i
27	1%	-14%	?	-7%	i
28	2%	?	?	5%	i
29	-3%	10µM*	i	.	i
30	0%	6%	i	-3%	i
31	0%	-2%	.	7%	.
32	0%[11.4 µM]	14%	i	-8%	i
33	1%	6%	i	-2%	i

As entered above:
Under HBB splicing, compound 28 is entered as -0.5%[20.6 µM]
Under ERK AVP block, compound 22 is entered as -4%
Under UbGFP stabilizer, compound 21 is entered as -4%
Under UbGFP stabilizer, compound 31 is entered as 7%
Under Luciferase inh, compound 16 is entered as 2%
